From PubChem
Wnt bcat act: activates Wnt/beta-catenin signaling in a reporter cell assay; hit rate 1.2% among 300,000; activator, plate reader; AID 743398; activation, % at 9.35 µM; in the data active = activation above about 30%, passing the limit was not always enough; inconclusive = no clear call, values can overlap the other calls;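 also: 0% = neutral control wells and 100% = positive control wells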
MITF TRPM1 HTS: increases MITF-driven TRPM1 promoter luciferase signal. activation, % at 12.5 µM. AID 588334. SK-MEL-5 TRPM1-promoter luciferase, 24 h; % of positive control, neutral wells = 0. hit rate 0.75% among 300,000;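 active = mean activation of at least 80% with every replicate also reaching 80%; inconclusive = mean reaches 80% but some replicate falls short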;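 also: 0% = neutral control wells and 100% = parthenolide positive control wells; values of inactives mirror those of a sister screen read the other way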
SR-BI HDL uptake: blocks mouse SR-BI lipid uptake from DiI-HDL; Q61009; ldlA[mSR-BI] CHO cells, DiI-HDL uptake fluorescence, 3 h; inhibition, % at 12.5 µM; hit rate 0.96% among 320,000; AID 488896;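 active = mean replicate inhibition of at least 70% and a set share of replicates each scoring 70 or more; inconclusive = meets just one of the two criteria; inactive = fails both criteria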;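 also: 0% = median of neutral control wells and 100% = median of positive control wells; values of inactives mirror those of a sister screen read the other way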
SR-BI uptake up: enhances SR-BI lipid uptake from DiI-HDL | CHO ldlA[mSR-BI] cells, DiI-HDL uptake fluorescence, 3 h; 100 = double the neutral-control signal | activation, % at 12.5 µM | hit rate 0.096% among 320,000 | AID 504775;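 active = mean replicate activation of at least 60% and every replicate at or above 60%; inconclusive = mean or all-replicate condition met, but not both; inactive = mean below 60% and not all replicates reaching 60%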;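 also: 0% = median plate neutral-control signal and 100% = twice that signal; values of inactives mirror those of a sister screen read the other way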
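System: CHO ldlA[mSR-BI] cells / Medium: HEPES-buffered (25 mM, pH 7.4) F12 plus 0.5% BSA / Probe or stimulus: labelled HDL, 10 µg/mL / Doses: single compound concentration, delivered by pin transfer / Schedule: 3 h, 37 °C / Measured by: DiI fluorescence, bottom read / Measure: cell-associated DiI fluorescence as measure of HDL uptake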
RTF Ca sens act: cardiac RTF calcium sensitization; IANBD-labeled TnC RTF fluorescence at EC20 calcium; 0% EC20 calcium, 100% full calcium; activation, % at 7.2 µM; hit rate 0.24% among 340,000;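 active = activation above the mean over all tested compounds plus 3 SD, cut at about 30% in these data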;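 also: rise in fluorescence read as greater calcium sensitivity of cardiac thin filaments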
dFosB act: enhances mouse delta FosB homodimer DNA binding; P13346; purified delta FosB, TAMRA-CDK5 oligo fluorescence polarization; percent of positive-control signal above neutral wells; activation, % at 25 µM; hit rate 0.99% among 340,000;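 active = mean activation above about 17%, with every replicate also reaching it, limit read from the data, passing the limit was not always enough; inconclusive = only one of the two conditions met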;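 also: fluorescence polarization rise as delta FosB binds a TAMRA Cdk5 AP-1 oligo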
Target sequence (P13346 whole entry, looked up): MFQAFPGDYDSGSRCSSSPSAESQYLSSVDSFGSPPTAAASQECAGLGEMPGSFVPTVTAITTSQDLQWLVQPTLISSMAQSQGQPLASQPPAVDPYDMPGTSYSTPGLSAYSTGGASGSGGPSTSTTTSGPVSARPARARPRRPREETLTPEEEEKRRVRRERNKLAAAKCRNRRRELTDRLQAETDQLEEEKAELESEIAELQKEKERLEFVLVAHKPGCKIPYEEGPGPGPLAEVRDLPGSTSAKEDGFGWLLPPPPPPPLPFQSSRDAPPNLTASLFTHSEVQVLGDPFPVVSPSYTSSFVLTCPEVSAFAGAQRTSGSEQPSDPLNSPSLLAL
CDK5 p35 inh: CDK5/p35 (human) kinase inhibition; AID 488839; hit rate 0.01% among 330,000; inhibition, % at 10 µM; Recombinant CDK5/p35, ADP-Glo luminescence, 60 min; Q00535+Q15078;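 active = highest replicate inhibition of at least 50% and at least 75% of replicates reaching 50%; inconclusive = only one of the two criteria met; inactive = both criteria failed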;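 also: plate controls were DMSO neutral control for no effect and GW8510 at 10 µM for full effect; many of its hits are not listed in these tables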
HTR5A ag: HTR5A agonism, opioid heterodimer counter-screen. P47898. HTR5A agonist assay, luminescence, cell-based. activation, % at 9.3 µM. hit rate 0.61% among 340,000; in the data active = activation mostly above about 9.5%, no sharp cut-off; inactive = mostly below about 7.6%;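 also: 0% = cells with vehicle only and 100% = reference agonist; strong numbers were not always called active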
Target sequence (P47898 whole entry, looked up): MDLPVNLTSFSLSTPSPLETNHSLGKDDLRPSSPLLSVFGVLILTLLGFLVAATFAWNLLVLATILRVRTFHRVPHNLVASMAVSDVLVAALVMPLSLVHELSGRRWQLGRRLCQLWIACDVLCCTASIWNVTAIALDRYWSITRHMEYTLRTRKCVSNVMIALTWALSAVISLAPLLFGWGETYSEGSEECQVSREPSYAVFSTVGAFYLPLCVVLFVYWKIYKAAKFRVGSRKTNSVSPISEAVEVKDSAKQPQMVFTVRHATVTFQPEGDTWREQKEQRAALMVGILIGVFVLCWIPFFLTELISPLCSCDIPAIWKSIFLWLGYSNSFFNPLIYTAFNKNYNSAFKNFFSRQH
PvdQ inh: P. aeruginosa PvdQ acylase inhibition. inhibition, % at 10 µM. hit rate 0.063% among 340,000. purified PvdQ acylase, fluorescence plate reader; in the data active = inhibition above about 30%, passing the limit was not always enough; inconclusive = no clear call, values can overlap the other calls;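 also: 0% = vehicle neutral wells and 100% = reference inhibitor wells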
Rtt109 HAT inh: blocks Candida albicans Rtt109/Vps75 acetyltransferase activity | purified Rtt109/Vps75, ThioGlo CoA-SH fluorescence, 4 h | inhibition, % at 34.9 µM | hit rate 0.16% among 330,000;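 active = inhibition of at least 50% in every replicate; inconclusive = best replicate reaches 50% inhibition but some replicates fall short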
Target sequence (Q5AAJ8 whole entry, looked up): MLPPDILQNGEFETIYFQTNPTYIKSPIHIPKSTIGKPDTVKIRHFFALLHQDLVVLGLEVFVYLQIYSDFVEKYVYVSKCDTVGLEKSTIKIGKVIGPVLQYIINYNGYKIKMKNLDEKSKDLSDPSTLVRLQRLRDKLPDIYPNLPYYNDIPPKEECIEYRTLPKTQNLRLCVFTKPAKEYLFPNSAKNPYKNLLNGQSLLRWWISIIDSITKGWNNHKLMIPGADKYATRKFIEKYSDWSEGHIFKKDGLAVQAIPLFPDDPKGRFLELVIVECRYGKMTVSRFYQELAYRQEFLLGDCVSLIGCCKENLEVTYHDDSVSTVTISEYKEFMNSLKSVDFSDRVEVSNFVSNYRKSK
The depositor's hits bear a star; ? = inconclusive; . = not tested or not shown.

SMILES	Wnt bcat act	MITF TRPM1 HTS	SR-BI HDL uptake	SR-BI uptake up	RTF Ca sens act	dFosB act	CDK5 p35 inh	HTR5A ag	PvdQ inh	Rtt109 HAT inh
CCOc1cccc(N2C(=O)CC(N3CCN(c4nc5ccccc5s4)CC3)C2=O)c1 (stereo unspecified)	3.4	7.3	-7.2	7.2	1.2	0.2	1.2	7.3	-5.9	3.2
COc1ccc(C(C)NC(=O)c2ccncc2)cc1 (stereo unspecified)	-2.1	7.6	-11.0	10.9	4.8	-7.5	-0.4	0.8	-16.7	-0.2
COc1ccc(CC(=O)O/N=C(\N)c2ccccn2)cc1OC	5.4	4.1	-13.3	13.3	-1.6	-2.4	0.5	3.4	0.6	1.5
Cc1cc(C)cc(C(=O)N(Cc2ccco2)c2c(N)n(Cc3ccccc3)c(=O)[nH]c2=O)c1	-0.7	-10.5	-27.1	27.1	-1.2	-3.3	1.3	-3.0	-3.1	-4.1
C[N+](C)(C)C/C=C1/COCO1	.	-9.4	-11.8	11.8	-5.1	-0.6	0.2	3.5	15.2	8.8
O=C(NNC(=O)c1ccc(O)cc1O)c1ccc(-c2ccccc2)cc1	-2.6	.	30.8	-30.8	-1.2	-3.9	-3.4	2.4	-26.8	-9.0
CC1CCN(C(=O)Cn2c(=O)n(Cc3ccco3)c(=O)c3sccc32)CC1	0.6	8.4	.	.	-0.7	-1.2	0.4	3.5	3.8	-6.5
CC(C)NCC(O)COc1cccc2ccccc12 (stereo unspecified)	2.1	-7.3	-20.2	20.2	-0.7	12.0	-0.5	4.6	0.5	-0.3
COC(=O)c1c(S(=O)(=O)N2CCOCC2)c(C)n(C)c1C	9.2	-1.4	-23.2	23.2	-0.8	-1.3	2.7	-2.8	6.6	-5.6
CCOc1cc(N(CC)CC)ccc1/C=C(/C#N)c1nc2ccccc2[nH]1	.	27.1	108.8*	-108.8	106.0*	-12.3	-0.4	4.4	9.2	-4.6
CN1CCN(c2ccc(S(=O)(=O)N3CCCCC3)cc2[N+](=O)[O-])CC1	-1.0	-2.3	-16.0	16.0	-4.6	-13.3	1.8	-0.5	-7.9	0.4
COc1ccc(Cl)cc1N1C(=N)SCC1=O	-1.9	22.2	-17.0	17.0	-1.1	0.5	-0.2	-2.3	-7.0	-8.9
Cc1ccc(C2=NCCn3c2c2ccc([N+](=O)[O-])cc2[n+]3[O-])cc1	11.6	-1.2	31.6	-31.6	-0.6	-1.3	0.5	-1.1	2.6	10.7
Cc1cccc(CCNC(=O)CN(C)S(=O)(=O)c2cnc[nH]2)c1	.	9.3	-12.3	12.3	-4.0	3.9	0.9	4.7	-2.7	-7.7
O=C(CCc1nnc(Cc2c[nH]c3ccccc23)o1)NC1CCCC1	1.5	2.3	.	.	-0.5	-8.9	-1.3	-1.0	-3.7	7.2
COC(=O)c1ccc(C2Nc3ccc(/C(C)=N/NC(=O)C(OC)c4ccccc4)cc3C3C=CCC32)cc1 (stereo unspecified)	.	0.2	-3.3	3.3	0.2	-17.4	1.4	2.9	5.2	8.5
COc1cccc(CNCCc2c[nH]c3ccccc23)c1OCc1ccc(F)cc1	.	-48.1	19.9	-19.9	3.3	4.7	-0.8	1.6	-2.1	5.2
CCN(CC)CCN(Cc1cc2cc3c(cc2[nH]c1=O)OCCO3)C(=S)NCCCN(C)C	2.2	-3.3	-13.6	13.6	0.1	13.0	-0.6	-5.8	1.9	12.1
O=C(NNC(=O)c1ccccc1O)c1ccco1	-1.4	-11.6	-12.4	12.4	-7.1	-7.2	-2.1	4.3	-9.3	-1.4
O=C(O)C1CCC(=O)N1C(=O)OCc1ccccc1 (stereo unspecified)	2.6	-9.0	-9.5	9.5	-5.4	3.1	0.6	-0.3	-2.6	-0.1
Cc1nn(CC(=O)Nc2ccc3c(c2)nc(CN2CCCCC2)n3C)c(=O)c2ccccc12	-3.7	-20.6	25.2	-25.2	-4.9	-7.3	-1.2	2.6	-14.0	-0.9
c1ccc(CSCc2cn3ccsc3n2)cc1	.	84.5*	6.2	-6.2	2.1	5.6	1.9	1.6	-6.5	-2.4
CCOc1ccccc1/C=N/NC(=O)c1cccc(S(=O)(=O)N2CCOCC2)c1	0.6	-10.2	82.1*	-82.1	3.5	-4.9	-4.7	0.9	-10.1	17.1
CC1CCCCN1CC(O)COCCC12CC3CC(CC(C3)C1)C2 (stereo unspecified)	-1.7	17.7	0.1	-0.1	-10.4	-8.1	1.3	9.1	5.9	8.0
N#Cc1cnn(Cc2ccc(Cl)cc2)c1N	.	-6.1	-6.3	6.3	-1.3	-2.3	-1.2	0.7	-2.5	11.3
C=CCc1cc(Cl)ccc1OCCCNCCO	-6.5	12.1	-5.5	5.5	-0.2	0.8	0.1	-1.3	3.6	.
CCN(C[C@H]1N[C@@](C)(C(=O)OC)[C@H]2C(=O)N(C)C(=O)[C@@H]12)C(=O)c1ccc(C(C)(C)C)cc1	3.4	3.2	-10.3	10.3	-3.5	0.9	-0.9	-2.0	13.4	-10.1
Nc1ncnc2c1ncn2C1CCCC(CO)O1 (stereo unspecified)	0.9	3.6	5.1	-5.1	-2.9	-0.7	2.6	-1.8	-15.0	2.6
COc1ccc(NC(=O)C2CCCN(C(=O)NC3CCCCC3)C2)cc1OC (stereo unspecified)	.	.	36.4	-36.4	0.3	-0.6	0.1	-3.4	34.3*	.
CCCOc1ccc(C(CC(=O)O)NC(=O)CC(c2ccccc2)c2ccccc2)cc1 (stereo unspecified)	-1.2	2.6	-6.6	6.6	.	-5.7	-1.2	.	-11.8	5.8
C=CCNC(=S)Nc1cccc2ccccc12	.	-6.3	7.0	-7.0	-1.6	-2.1	2.1	8.4	-3.6	5.9
CNC(=O)COC(=O)c1cc(NC(=O)c2ccco2)c(OC)c(OC)c1	-0.4	13.6	18.6	-18.6	-2.3	6.5	0.2	-0.4	-8.9	1.5
CCCC(=O)Nc1ccc(-c2cn3cccnc3n2)cc1	6.5	11.7	-9.2	9.2	-4.5	1.7	-0.4	-0.6	-29.9	8.7
CCCn1c(NC(=S)Nc2ccccc2)nc2ccccc21	.	16.0	.	.	-1.4	-3.5	0.8	4.5	3.1	1.2
Cc1ncc(S(=O)(=O)C(C)(C)C)c(N)n1	0.1	.	-11.1	11.1	1.9	8.2	1.0	-1.0	-3.4	-4.3
Clc1cccc(-c2nnc(-c3ccccc3)o2)c1	.	-15.2	-1.8	1.8	-2.1	2.7	0.4	-2.9	-9.6	8.7
Cc1ccc(NC(=O)COc2cccc(-n3cnnn3)c2)cc1[N+](=O)[O-]	-1.3	5.4	28.0	-28.0	-7.2	?	-0.2	2.8	-19.8	-3.9
Cn1nccc1C(=O)NC(=S)Nc1sc2c(c1C#N)CCCCC2	25.2	36.7	2.5	-2.5	2.8	-1.6	2.4	3.8	11.0	-2.7
Cc1cc(C)c(S(=O)(=O)Nc2ccc(O)c(Sc3ncn[nH]3)c2)c(C)c1	.	-12.7	-8.2	8.2	4.5	-3.4	-0.4	-0.2	-12.8	5.3
CC1(C)N=C(N)NC(Nc2ccccc2Cl)=N1	-7.1	14.4	-20.3	20.3	1.0	-4.7	0.0	4.0	-6.6	5.0
COc1ccc(-c2cc(C(F)F)n3ncc(C(=O)NCC4CCCO4)c3n2)cc1 (stereo unspecified)	.	-3.0	34.6	-34.6	-6.5	-4.9	-0.8	0.8	2.8	-27.4
NC(=O)CSc1n[nH]c(-c2ccco2)n1	-2.6	-13.9	.	.	-3.2	0.2	-0.5	0.0	-10.2	-0.5
COc1ccccc1/C=C/C(=O)OCC(=O)NCCC1=CCCCC1	-1.8	-5.7	0.8	-0.8	10.9	-3.2	-6.2	-0.6	-28.3	-13.0
Cc1ccccc1N1CCN(C2CCCN(C(=O)c3ccnn3C)C2)CC1 (stereo unspecified)	-1.2	1.7	4.9	-4.9	0.9	-3.8	-0.4	-1.6	-19.5	-4.9
COc1ccc(C)cc1N(C(=O)CNC(=O)c1ccco1)C(C(=O)NC1CCCC1)c1cccnc1 (stereo unspecified)	-0.9	6.6	-35.4	35.4	-1.5	-0.1	0.6	0.7	-6.7	-11.1
CN(C)S(=O)(=O)c1ccc(C(=O)OCCn2cnc3c2c(=O)n(C)c(=O)n3C)cc1	-0.2	-10.6	-12.5	12.5	-5.2	-5.3	0.0	-4.0	-7.1	0.4
CCN(C(=O)c1ccc2c(=O)n3c(nc2c1)CCCCC3)c1ccccc1C	-2.6	13.4	-18.3	18.3	-7.1	-9.0	-0.7	7.2	0.8	6.4
COc1ccc(-c2nc3n(c(=O)c2C#N)CCCS3)cc1	.	0.8	-8.5	8.5	1.5	-9.9	1.2	0.3	-25.7	3.0
Cc1nc(-c2cc(-c3ccc(Cl)cc3)no2)cs1	35.6*	9.8	3.8	-3.8	-1.4	4.5	-0.1	-5.0	-5.8	-19.1
Cc1ccc(-c2nn(CCC(=O)O)cc2CCC(=O)O)cc1	1.2	-0.8	-12.7	12.7	-1.6	-4.0	-0.9	-1.0	-1.7	1.2
(further entries)
SMILES	Wnt bcat act	MITF TRPM1 HTS	SR-BI HDL uptake	SR-BI uptake up	RTF Ca sens act	dFosB act	CDK5 p35 inh	HTR5A ag	PvdQ inh	Rtt109 HAT inh
Cc1cccc(/C=N/NC(=O)c2ccc(NC(=O)c3ccc(F)cc3)cc2)n1	0.5	20.7	.	.	-4.1	-5.5	-0.5	21.4*	-7.6	-0.4
O=C(CSc1nnc(CNC(=O)c2ccccc2)o1)NCC1CCCO1 (stereo unspecified)	-2.6	1.1	9.9	.	2.1	-0.2	-2.9	13.0	-20.7	-12.2
CC(C)c1nnc(NC(=O)CCC(=O)Nc2ccc(F)cc2)s1	.	-2.6	8.9	-8.9	5.5	0.9	-1.1	-8.0	2.0	0.6
CCN(CC)S(=O)(=O)c1cccc(C(=O)OCc2cc(=O)n3nc(C)sc3n2)c1	.	-5.0	17.2	-17.2	6.4	-4.7	-2.2	3.5	0.0	-3.3
CCN1CCN(CCCNC(=O)C(=O)c2c(C)[nH]c3ccccc23)CC1	-2.1	-3.2	-5.1	5.1	-6.0	6.2	-0.8	-1.1	4.9	3.9

Profiles from above:
CC(C)c1nnc(NC(=O)CCC(=O)Nc2ccc(F)cc2)s1 reads Wnt bcat act = .; MITF TRPM1 HTS = -2.6; SR-BI HDL uptake = 8.9; SR-BI uptake up = -8.9; RTF Ca sens act = 5.5; dFosB act = 0.9; CDK5 p35 inh = -1.1; HTR5A ag = -8.0; PvdQ inh = 2.0; Rtt109 HAT inh = 0.6
CCN(CC)S(=O)(=O)c1cccc(C(=O)OCc2cc(=O)n3nc(C)sc3n2)c1 reads Wnt bcat act = .; MITF TRPM1 HTS = -5.0; SR-BI HDL uptake = 17.2; SR-BI uptake up = -17.2; RTF Ca sens act = 6.4; dFosB act = -4.7; CDK5 p35 inh = -2.2; HTR5A ag = 3.5; PvdQ inh = 0.0; Rtt109 HAT inh = -3.3
